Tn7 DDE FP: inhibitors of Tn7 peptide binding to human fibrin DD(E); P02675; inhibition, % at 8.3 µM; 370,000 tested, 0.13% active; FP displacement of FITC-Tn7 peptide from fibrin DD(E); 0% = median of compound wells per plate; AID 720508;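 active = inhibition above the mean of compounds falling within the control limits plus 3 SD of them, cut at about 14% in these data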;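 note: 0% = plate median of compound wells and 100% = 10 µM Aha-Tn7 peptide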
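Assay system: Human fibrin DD(E) protein | Medium: Tris buffer with calcium and detergent, pH 7.8 | Reagent: 0.1 µM fluorescent Tn7 | Compound dosing: Single point at 8.3 µM | Times: 10 min preincubation, 3 h with tracer, room temperature | Detection: Fluorescence polarization of the labelled Tn7 tracer | Controls: Aha-Tn7 high control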
ARFGAP1 inh: inhibits rat ARF GTPase activating protein 1; inhibition, % at 16.5 µM; Arfgap1-stimulated ARF1 GTP hydrolysis, GDP FP detection; 360,000 tested, 0.26% active; AID 651572;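 active = inhibition above a per-plate limit, mean inhibition of low control wells plus 3 SD, cut at about 25% in these data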;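 note: 0% = DMSO wells with enzyme and 100% = wells lacking Arfgap1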
Target sequence (Q62848 1-136 limits assumed): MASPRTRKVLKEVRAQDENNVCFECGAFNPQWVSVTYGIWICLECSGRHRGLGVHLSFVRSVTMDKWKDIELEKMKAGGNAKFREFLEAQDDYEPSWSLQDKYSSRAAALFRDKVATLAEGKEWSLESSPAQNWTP
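Repeats: one replicate per compound; assay system: rat Arfgap1 catalytic domain, aa 1-136; times: enzyme reaction 120 min at 25 °C after 20 min preincubation; detection: FP of antibody-bound GDP Alexa 633 tracer, ex 620/em 688 nm; benchmarks: high control wells lacking Arfgap1, low control full reaction with DMSO; reagent: human ARF1(Δ1-17)-GTP substrate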
PLC-gamma1 inh: blocks human PLC-gamma1 enzyme activity | P19174 | purified PLC-gamma1, fluorogenic substrate, fluorescence | inhibition, % at 12.2 µM | 370,000 tested, 0.84% active; in the data active = inhibition above about 9.5%
ADAM10 inh: ADAM10 inhibition, QFRET primary screen | AID 720582 | inhibition, % at 7 µM | O14672 | recombinant ADAM10, EDANS/DABCYL FRET peptide cleavage, 3 h | 370,000 tested, 0.62% active;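 active = inhibition above a per-campaign cutoff equal to the mean of compounds falling between control-based bounds plus 3 SD, cut at about 20% in these data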;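 note: 0% = DMSO wells while the 100% control is not disclosed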
proKLK7 act: proKLK7 (human) activation, primary screen; activation, % at 7 µM; P49862; purified proKLK7, EDANS-DABCYL substrate fluorescence; 100% is mature enzyme control, 0% vehicle; 370,000 tested, 0.9% active;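 active = activation above the mean of all tested compounds plus 3 SD, computed per campaign excluding outliers beyond control limits, cut at about 13% in these data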
LEDGF integ inh: blocks HIV-1 LEDGF/p75-dependent DNA integration; inhibition, % at 3.7 µM; 370,000 tested, 0.64% active; TR-FRET IN-LEDGF/p75 DNA integration, Eu/Cy5;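 active = inhibition above the screen-wide mean plus 3 SD, cut at about 13% in these data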;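 note: signal is the Cy5 over europium emission ratio at 671 and 618 nm; 0% = plate median of compound wells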
ADAM17 inh: ADAM17 inhibition, QFRET primary screen. recombinant ADAM17, EDANS/DABCYL FRET peptide cleavage. inhibition, % at 6.95 µM. 370,000 tested, 0.83% active. AID 720648;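 active = inhibition above the mean of compounds lying between control limits plus 3 SD, set per campaign, cut at about 8.5% in these data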;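 note: 0% = DMSO-only wells as the low control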
ASAP1 inh: ASAP1 ArfGAP inhibition | ASAP1-stimulated ARF1 GTP hydrolysis, GDP FP detection | inhibition, % at 16.5 µM | 360,000 tested, 0.19% active | AID 624377; in the data active = inhibition above about 25%;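 note: 0% = vehicle with enzyme and substrate and 100% = no enzyme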
Target sequence (Q9ULH1 325-724 limits assumed): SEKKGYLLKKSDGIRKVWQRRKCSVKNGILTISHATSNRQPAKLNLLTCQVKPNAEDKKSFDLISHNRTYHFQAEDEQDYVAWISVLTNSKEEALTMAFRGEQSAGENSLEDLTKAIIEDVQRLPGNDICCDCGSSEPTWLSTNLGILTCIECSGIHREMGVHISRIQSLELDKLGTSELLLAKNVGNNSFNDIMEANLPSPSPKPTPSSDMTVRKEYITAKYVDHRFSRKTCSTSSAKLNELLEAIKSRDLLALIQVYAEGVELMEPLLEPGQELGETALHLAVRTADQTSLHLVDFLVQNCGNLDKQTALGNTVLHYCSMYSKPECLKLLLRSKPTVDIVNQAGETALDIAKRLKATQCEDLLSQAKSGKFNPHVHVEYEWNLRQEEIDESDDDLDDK
DDE Tn6 FP inh: DD(E)-Tn6 binding inhibition, primary FP screen; P02675; Fibrin DD(E) TRITC-Tn6 fluorescence polarization displacement; inhibition, % at 8.3 µM; 370,000 tested, 0.21% active; AID 720509;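 active = inhibition above a per-campaign cutoff: mean of compounds within control limits plus 3 SD, cut at about 15% in these data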;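 note: 0% = median of all compound wells on the plate and 100% = blocking peptide control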
TDP2 inh: blocks human TDP2 phosphodiesterase activity. inhibition, % at 12.8 µM. recombinant TDP2, T5PNP hydrolysis, p-nitrophenol absorbance 415 nm. O95551. 370,000 tested, 0.34% active;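 active = inhibition above the mean of all tested compounds plus 3 SD, set per campaign, cut at about 25% in these data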;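 note: 0% = DMSO with enzyme and 100% = buffer with substrate but no TDP2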
Target sequence (O95551 whole entry, looked up): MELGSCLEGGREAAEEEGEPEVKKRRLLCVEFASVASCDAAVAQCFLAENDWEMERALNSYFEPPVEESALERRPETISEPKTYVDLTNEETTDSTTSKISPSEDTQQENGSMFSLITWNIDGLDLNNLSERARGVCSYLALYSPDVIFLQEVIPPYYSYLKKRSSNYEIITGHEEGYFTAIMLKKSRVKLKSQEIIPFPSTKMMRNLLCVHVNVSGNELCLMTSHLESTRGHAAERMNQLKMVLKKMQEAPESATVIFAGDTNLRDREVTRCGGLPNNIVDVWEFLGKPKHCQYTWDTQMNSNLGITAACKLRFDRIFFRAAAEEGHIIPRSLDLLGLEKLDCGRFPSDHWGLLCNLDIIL
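test system = human TDP2 enzyme | input = TDP2 enzyme at 120 nM final | medium = 50 mM Tris-HCl pH 7.5 with Mg2+, KCl, DTT, BSA | also added = T5PNP substrate, 5 mM | times = 2 h at 37 °C | technique = epi absorbance | benchmarks = high control without enzyme, low control DMSO plus TDP2 | replication = each compound tested once, singlicate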
Starred values were filed as active, the others as inactive.

SMILES	Tn7 DDE FP	ARFGAP1 inh	PLC-gamma1 inh	ADAM10 inh	proKLK7 act	LEDGF integ inh	ADAM17 inh	ASAP1 inh	DDE Tn6 FP inh	TDP2 inh
CCc1ccc(NC(=S)NC2CC3CCC(C2)N3Cc2ccco2)cc1 (configuration not stated)	-4	8	0	0	0.4	1	0	5	-2	2
CCN(Cc1ccccc1)C(=O)CSc1ncn[nH]1	2	12	2	9	-0.6	1	0	3	-7	14
Cc1ccc(C)c(S(=O)(=O)NCCC(=O)N2CCCC(C(N)=O)C2)c1 (configuration not stated)	7	4	0	9	-0.1	0	-1	-4	2	3
COC(=O)CNC(=O)C(CCSC)NC(C)=O (configuration not stated)	3	-5	-3	-4	-0.1	2	1	-2	-1	0
COC(=O)[C@]12CCCCC=C1N(Cc1ccc3c(c1)OCO3)C(=O)[C@H](CC(=O)NCc1ccc(C)o1)C2	-4	2	4	1	0.1	2	-2	-2	-4	-1
C[C@@H](O)C#Cc1ccc2c(c1)O[C@H](CN(C)C(=O)Nc1ccccc1)[C@@H](C)CN([C@@H](C)CO)S2(=O)=O	7	-12	-1	-10	-0.1	-3	-3	5	6	-1
COC(=O)c1ccccc1NC(=O)C1CC(=O)N(C2CCCCC2)C1 (configuration not stated)	-5	5	2	2	0.0	-1	0	7	6	-4
CC(CNC(=O)C(C)(C)C)NC(=O)C(C)(C)C (configuration not stated)	9	-4	1	4	0.4	3	-1	-9	-8	8
Cc1csc(N/N=C/c2ccc([N+](=O)[O-])cc2)n1	6	1	1	3	-0.1	-1	-1	5	-11	-5
CC(C)c1nc(CNC(=O)CCc2nnc(-c3ccsc3)o2)cs1	3	-11	-2	1	0.1	1	-2	-9	8	-2
CN(C)/C=C(\C#N)C(=O)N/N=C/c1ccccc1	-7	1	1	1	-0.1	2	0	2	3	2
CCN1CCN(Cc2cc(=O)oc3cc(C)cc(C)c23)CC1	-2	1	0	4	0.7	5	-1	9	-3	7
CSCCC(NC(=O)c1ccco1)C(=O)OC(C)C(=O)NC(=O)NC1CCCCC1 (configuration not stated)	-3	1	2	3	0.4	-1	1	-1	-6	5
CCOc1ccccc1Nc1ncccc1C(=O)N1CCCC1	8	-10	-2	-1	-0.3	-3	-6	0	-5	3
CN1/C(=C\C(=O)c2cccnc2Cl)C(C)(C)c2ccccc21	2	-6	-52	-3	1.1	3	1	-3	-1	2
COc1cccc(CC2(CO)CCCN(Cc3cn[nH]c3-c3ccccc3)C2)c1 (configuration not stated)	2	-10	2	-4	0.1	2	-3	17	-7	6
CCN(Cc1ccc2c(c1)OCO2)C(=O)CSc1nc(C)nc2sc(C)c(C)c12	1	-4	-1	-1	-0.2	4	3	4	3	3
O=C1NC(Cc2ccccc2)c2nc3ccc(F)cc3c(=O)n2-c2ncccc21 (configuration not stated)	1	-6	4	-4	0.5	-12	1	4	3	3
CC(C)(C)n1nnnc1CN1C2CCC1CC(NC(=O)Nc1ccccc1)C2 (configuration not stated)	0	0	1	-7	0.4	0	-2	7	6	9
N#CC(C(=O)OC1CCCCC1)c1nc2ccccc2nc1N1CCCCC1 (configuration not stated)	-4	-3	-4	-13	-0.2	2	-1	-7	2	-2
NC(=O)c1c(N)[nH]c(C(=O)c2ccccc2)c1-c1ccc(Br)cc1	9	1	-11	-11	0.3	-6	-5	1	-1	3
COc1ccc(S(=O)(=O)N2CCOC2CNC(=O)C(=O)NCCCn2ccnc2)cc1OC (configuration not stated)	7	7	1	-15	0.3	-2	-4	2	2	1
CCOC(=O)CN1N=C(c2ccc(C)cc2)CCC1=O	-4	0	0	4	-0.4	2	0	-2	-2	11
CCOC(=O)N1CCN(C(=O)c2cc3c(=O)n4cccc(C)c4nc3s2)CC1	-1	8	-41	-144	1.6	-5	-50	-3	-2	7
O=C(Nc1ccc(F)c(Cl)c1)C1CCCC1	8	2	1	2	0.8	3	-3	-11	-5	6

The last 5 records of the part above lead into the next.
SMILES	Tn7 DDE FP	ARFGAP1 inh	PLC-gamma1 inh	ADAM10 inh	proKLK7 act	LEDGF integ inh	ADAM17 inh	ASAP1 inh	DDE Tn6 FP inh	TDP2 inh
NC(=O)c1c(N)[nH]c(C(=O)c2ccccc2)c1-c1ccc(Br)cc1	9	1	-11	-11	0.3	-6	-5	1	-1	3
COc1ccc(S(=O)(=O)N2CCOC2CNC(=O)C(=O)NCCCn2ccnc2)cc1OC (configuration not stated)	7	7	1	-15	0.3	-2	-4	2	2	1
CCOC(=O)CN1N=C(c2ccc(C)cc2)CCC1=O	-4	0	0	4	-0.4	2	0	-2	-2	11
CCOC(=O)N1CCN(C(=O)c2cc3c(=O)n4cccc(C)c4nc3s2)CC1	-1	8	-41	-144	1.6	-5	-50	-3	-2	7
O=C(Nc1ccc(F)c(Cl)c1)C1CCCC1	8	2	1	2	0.8	3	-3	-11	-5	6
CC(=O)N1CCc2cc(S(=O)(=O)CCC(=O)N3CCN(c4ccccc4F)CC3)ccc21	-2	5	3	4	0.2	5	-1	-6	6	3
COc1ccc2c(c1OC)C(=O)N(c1ccc(O)cc1)C2	5	-2	-8	-2	-0.3	-3	-4	-11	1	-9
c1cnc2ccc(C(c3nnnn3C3CCCC3)N3CCSCC3)cc2c1 (configuration not stated)	-4	10	1	-1	-0.2	4	-6	-1	-1	-2
O=C(c1cc2c(c(-c3cccc(-c4ccncc4)c3)n1)[C@H](CCO)N(C(=O)c1ccc3c(c1)OCO3)C2)N1CCOCC1	3	4	-1	-8	-0.2	0	-7	6	-3	13
Cc1cc(C(=O)CCl)c(C)n1-c1ccon1	6	0	1	3	0.6	-1	1	-11	-6	3
Cc1ccc(Nc2nc(-c3c(C)nc4ncccn34)cs2)cc1	4	8	-23	-29	-2.2	-2	-10	0	-2	-11
CCCSc1nnc(Sc2nnnn2-c2ccccc2)s1	5	0	2	-2	0.2	-2	-4	3	-1	-6
CN(Cc1ccccc1)C(=O)COc1ccccc1Cl	0	1	1	-1	0.5	3	-6	3	8	2
CN1C(=O)C(O)(CC(=O)c2cccnc2)c2ccccc21 (configuration not stated)	-2	-8	8	-3	-0.3	-2	1	5	-1	-6
CC1CCN(c2ccccc2NC(=O)c2ccc(C#N)cc2F)CC1	-5	-1	-63	-13	-0.1	-3	-2	-7	-9	-6
COc1ccc(S(=O)(=O)NC2CCCC2)cc1Cl	-1	3	-1	-3	0.1	-1	1	7	1	5
COc1ccc(OC)c(N(CC(=O)NC2CCCCCC2)S(=O)(=O)c2ccc(C)cc2)c1	2	12	-2	-3	0.1	-2	-4	16	2	2
COc1ccc(CN(CC(=O)NCC2CCCO2)C(=O)CCC(=O)Nc2nccs2)cc1 (configuration not stated)	-1	-9	1	0	0.4	-2	2	10	-1	6
CC1=C(C(N)=O)C(c2ccccn2)n2nc(SCc3ccccc3Cl)nc2N1 (configuration not stated)	-9	-2	1	3	0.7	-1	-3	-4	4	0
CC(=O)NCCc1csc(-c2ccccc2)n1	-6	12	4	6	0.6	0	0	11	-3	2
COC(=O)c1nc2ccc(C)cn2c1F	-6	-11	-8	-28	-0.2	2	-6	-2	0	-3
Cc1ccc(CNC(=O)c2nn(C)c3c2CS(=O)(=O)c2ccccc2-3)cc1	7	-3	1	-1	0.3	3	3	6	-3	-3
COC(=O)C1=NN(c2ccc(OC)cc2)C2C(=O)N(c3ccccc3OC)C(=O)C12 (configuration not stated)	-2	3	-48	-1	0.3	5	1	-13	5	6
OCC[C@@H]1C[C@H](O)[C@@H](O)[C@]2(OCc3ccc(CO)cc32)O1	4	-18	3	-4	1.1	-12	1	-13	-7	9
Cc1ccccc1C(=O)OCC(=O)NCC1COc2ccccc2O1 (configuration not stated)	-1	1	0	3	0.2	3	-2	4	0	-7
O=C1c2ccccc2C(=O)N1CCc1csc(-c2ccccc2)n1	7	-8	1	-4	0.2	1	2	3	9	0
Cn1c2ccccc2c2cnn(CC(=O)Nc3ccccc3Br)c(=O)c21	5	1	-1	1	-1.0	3	-2	11	5	6
CCN(C(=O)N(CC)c1ccccc1)c1ccccc1	-4	3	0	0	0.3	1	-3	3	-2	2
CC(C)CNC(=O)COC(=O)c1ccc(F)cc1Cl	10	-7	0	-3	-0.6	0	-4	4	-1	-8
O=S1(=O)CCC(NCC2CCCO2)C1 (configuration not stated)	3	2	-3	-5	0.5	-4	-3	-5	9	-4

(cont.)
SMILES	Tn7 DDE FP	ARFGAP1 inh	PLC-gamma1 inh	ADAM10 inh	proKLK7 act	LEDGF integ inh	ADAM17 inh	ASAP1 inh	DDE Tn6 FP inh	TDP2 inh
CC(C)c1ccccc1OCC(O)CN1CCN(S(=O)(=O)c2ccc([N+](=O)[O-])cc2)CC1 (configuration not stated)	-1	15	3	4	0.3	1	4	-6	5	-4
COc1ccc(NC(=O)c2ccc(S(=O)(=O)N3CC(C)OC(C)C3)cc2)cc1 (configuration not stated)	1	-3	2	-8	-0.4	2	-7	5	-2	-1
COc1cccc(NC(=O)Cn2c(=O)n(C)c(=O)c3sc4c(c32)COC(C)(C)C4)c1	-2	2	-1	4	-0.5	-1	0	5	-1	13
COCc1cc(CN(C)C(=O)C2CCC(=O)N(Cc3cccc(OC)c3)C2)[nH]n1 (configuration not stated)	0	-7	1	6	-0.1	-2	-1	-16	3	8
COc1ccccc1C(=O)N1CCN(Cc2c[nH]c3ccccc23)CC1	7	-2	-1	-6	0.4	0	-9	1	5	5
O=S1(=O)CCSC[C@@H](CN2CCCC2)N1	-7	7	3	-5	-0.2	8	4	-3	2	-9
O=Cc1ccc(/C=C2\c3ccccc3C(=O)N2c2ccccc2)o1	-6	-4	-106	-78	34*	38*	-14	11	-6	3
C/C(=N\NC(=O)CSCc1ccc([N+](=O)[O-])cc1)c1ccccc1	-7	-3	2	-5	-0.4	-7	0	4	-2	-6

Entries of single compounds from above:
`O=S1(=O)CCSC[C@@H](CN2CCCC2)N1` reads Tn7 DDE FP = -7; ARFGAP1 inh = 7; PLC-gamma1 inh = 3; ADAM10 inh = -5; proKLK7 act = -0.2; LEDGF integ inh = 8; ADAM17 inh = 4; ASAP1 inh = -3; DDE Tn6 FP inh = 2; TDP2 inh = -9
`COc1ccc(NC(=O)c2ccc(S(=O)(=O)N3CC(C)OC(C)C3)cc2)cc1` (configuration not stated) reads Tn7 DDE FP = 1; ARFGAP1 inh = -3; PLC-gamma1 inh = 2; ADAM10 inh = -8; proKLK7 act = -0.4; LEDGF integ inh = 2; ADAM17 inh = -7; ASAP1 inh = 5; DDE Tn6 FP inh = -2; TDP2 inh = -1

Not a hit list; 4.2% or so of the library scored in one or more.
